# tuberculosis growth = growth inhibition of non-replicating M. tuberculosis (AID 488890) | Mycobacterium tuberculosis non-replicating, growth inhibition; higher % means a stronger effect | inhibition, % at 25 µM, or IC50 in µM where a hit was titrated | hit rate 0.39% among 320,000; in the data active means a potency from the dose series; inconclusive means inhibition mostly from about 82% at the one dose, without a potency; inactive means the rest, 99 in 100 with inhibition below about 76%;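 further: plate controls were DMSO cells for no effect and high antibiotic wells for full effect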
# M. tuberculosis HTS = M. tuberculosis growth inhibition, HTS (AID 449762). M. tuberculosis H37Rv growth inhibition, 7H9 media; higher % means a stronger effect. one-dose inhibition, % at 25 µM; IC50 in µM for titrated hits. hit rate 0.59% among 330,000; in the data active means a potency from the dose series; inconclusive means inhibition above about 70% without an active follow-up result;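 further: bacterial growth assessed after seven days of incubation; strong numbers were not always called active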
# influenza NS1A = H1N1 influenza NS1A inhibitors, functional cell based assay (AID 504329); NS1A functional cell-based assay, percent inhibition; higher % means a stronger effect; inhibition, % at 12.5 µM, or IC50 in µM where a hit was titrated; hit rate 0.3% among 340,000; in the data active means a potency from the dose series; inconclusive means inhibition above about 27% without an active follow-up result; further: strong numbers were not always called active
# VEEV TC-83 Vero = inhibitors of VEEV TC-83 cytopathic effect, confirmation, Vero cells (AID 588727); inhibition, % at 20 µM; hits with a dose series show IC50 in µM; hit rate 0.13% among 350,000; Vero cells, VEEV TC-83 cytopathic effect inhibition; higher % means a stronger effect; in the data active means a potency from the dose series; inconclusive means inhibition mostly from about 14% at the one dose, without a potency; inactive means the rest, 99 in 100 with inhibition below about 12%; further: strong numbers were not always called active
# Salmonella PhoP GFP = PhoP regulon inhibitors, Salmonella typhi PhoP promoter GFP reporter, confirmatory (AID 1850); Salmonella Typhi PhoP-promoter GFP reporter, fluorescence, 4 h; higher % means a stronger effect; inhibition, % at 50 µM, or IC50 in µM where a hit was titrated; hit rate 0.33% among 310,000; in the data active means a potency from the dose series; inconclusive means inhibition mostly from about 25% at the one dose, without a potency; inactive means the rest, 99 in 100 with inhibition below about 19%;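 further: 0% = induced wells with vehicle and 100% = uninduced wells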
# * hit, by the source's call; i = inactive; u = inconclusive; x = no result given.
SMILES,tuberculosis growth,M. tuberculosis HTS,influenza NS1A,VEEV TC-83 Vero,Salmonella PhoP GFP
Cc1c(O)nc(SC2CC(=O)N(c3cc(Cl)cc(Cl)c3)C2=O)[nH]c1=O (stereo not drawn),31%,10%,-20%,8.8%,-12%
CCC(C)(C)NC(=O)C(c1ccc(OC)cc1)N(Cc1ccccc1)C(=O)CCC(=O)Nc1cc(C)on1 (stereo not drawn),23%,0%,1%,7.6%,4%
COc1ccccc1C1CC(=O)Oc2cc(C)c(Cl)cc21 (stereo not drawn),x,x,14%,i,x
COc1ccccc1NS(=O)(=O)c1cc(NC(=O)C2CC2)ccc1N1CCOCC1,22%,3%,x,x,-35%
CCCn1nc(C(=O)N2CCc3ccccc32)c2ccccc2c1=O,41%,-9%,-8%,i,x
C/C=C1\COC(C(=O)NCCN2CCCC2)(C(F)(F)F)C=C1C=C1CCCCC1 (stereo not drawn),51%,7%,8%,0.3%,-3%
Cc1cc(C(=O)CN2C(=O)C3CC=CCC3C2=O)c(C)n1-c1ccccc1 (stereo not drawn),44%,-28%,-11%,i,-5%
Cc1ccccc1C(=O)Nc1ccc(N2CCN(C(=O)c3ccco3)CC2)cc1,-5%,-7%,4%,2.4%,1%
CC(C)=CCN1CCN(CC#Cc2ccccc2)CC1CCO (stereo not drawn),42%,-9%,-12%,0.2%,-6%
c1ccc(-c2cn3nc(-c4ccccc4)c(-c4ccccc4)nc3n2)cc1,36%,-2%,-15%,7.5%,-13%
CC(=O)NCCNc1ccc([N+](=O)[O-])cn1,8%,-8%,-12%,1.1%,-7%
COc1ccc(/C=C2\CCC(C3CCCC3)C2=O)c(OC)c1 (stereo not drawn),24%,15%,-22%,2.7%,2%
Cc1c2c(nc3nc4ccccc4n13)CC(C)(C)CC2=O,3%,6%,3%,1.0%,-2%
O=C(Cc1ccccc1)NN1C(=O)/C(=C/c2ccc(C(=O)O)cc2)SC1=S,-5%,2%,9%,6.6%,2%
Cc1cc(C)cc(NC(=O)C(NCCN2CCOCC2)c2ccccc2)c1 (stereo not drawn),27%,-3%,3%,i,-20%
O=C(NCC1(c2ccccc2)CCOCC1)c1ccc(Br)o1,-4%,-6%,0%,0.5%,-8%
CC(=O)Nc1ccc(S(=O)(=O)NCC(=O)OCC(=O)NC(=O)C2CCCCC2)cc1,9%,-4%,-7%,1.6%,3%
CCCCn1c(N)c(N(CCC(C)C)C(=O)c2oc3ccc(OCC)cc3c2C)c(=O)[nH]c1=O,14%,3%,-4%,8.7%,-5%
O=C(Nc1ccc(NC(=O)c2ccco2)nc1)c1cccc(F)c1,0%,-6%,-1%,4.1%,-2%
O=C(COC(=O)c1ccco1)NCc1ccco1,-15%,-7%,4%,0.6%,1%
Cc1ccc(S(=O)(=O)N2CCOCC2)cc1C(=O)N1CC(C)CC(C)C1 (stereo not drawn),-2%,-2%,-3%,i,x
Cc1ccc(NC(=O)CC2C(=O)N(Cc3ccccc3)C(=S)N2NC(=O)c2cccc(F)c2)c(C)c1 (stereo not drawn),-12%,11%,21%,i,-2%
Cc1cc(C)c(O)c(NC(=S)NC(=O)Cc2ccccc2)c1,u,u,-21%,0.9%,-3%
CCC1Oc2ccccc2N(CC(=O)Nc2ccccc2OC)C1=O (stereo not drawn),7%,-13%,-3%,2.1%,-6%
Cc1cc(NC(=O)C2CCN(S(=O)(=O)c3cccs3)CC2)no1,4%,4%,-1%,i,-1%
COc1ccc(F)cc1S(=O)(=O)NC1CC(C)(C)NC(C)(C)C1,-4%,-2%,5%,1.6%,0%
CCCC(=O)Nc1c2c(nn1-c1cccc(Cl)c1)CS(=O)(=O)C2,-8%,2%,6%,1.8%,-24%
CC(C)NS(=O)(=O)c1ccc(OCC(=O)N2CCN(Cc3ccc4c(c3)OCO4)CC2)c(Cl)c1,x,x,-9%,i,12%
S=C(N1CCCCCC1)N1CC1,x,x,-16%,i,x
Cn1ccsc1=NC(=O)c1cccc(OC(F)F)c1,-9%,7%,-2%,0.7%,-5%
O=C(NCCc1ccccc1)c1ccc(Cl)cc1[N+](=O)[O-],-10%,6%,-7%,i,6%
Cn1ncc(Cl)c1C(=O)N/N=C/c1cc2c(cc1[N+](=O)[O-])OCO2,15%,6%,7%,i,-4%
Cc1ccc(C(=O)COC(=O)CCN2C(=O)C3C4CCC(C4)C3C2=O)cc1C (stereo not drawn),29%,16%,-4%,1.0%,-2%
CCOC(=O)C1=C(c2ccccc2)NC(=O)NC1c1ccc(OC)cc1OC (stereo not drawn),-5%,2%,19%,i,3%
COc1cccc(-c2cc(C(=O)NCCCn3ccnc3)no2)c1,-5%,-3%,-11%,5.3%,10%
Cc1nn(C)c(=O)c(N)c1-c1cc(-c2ccc(Cl)c(Cl)c2)n[nH]1,11%,0%,x,2.9%,-3%
CCn1c(SCC(=O)Nc2ccc(OC)cc2)nc2nc3c(cc2c1=O)CCCC3,44%,7%,3%,8.5%,-2%
Clc1ccc(-c2cccs2)nn1,-27%,-1%,-2%,0.2%,-9%
CCc1cc(C(=O)N/N=C/c2ccc(O)cc2)c2ccccc2n1,7%,-1%,-13%,1.4%,10%
CC1CCCCN1C(=O)COC(=O)CSc1ccc(C(N)=O)cc1[N+](=O)[O-] (stereo not drawn),x,x,-3%,i,x
C#CCN1C(=O)C(O)(CC(=O)c2cc(OC)ccc2OC)c2ccccc21 (stereo not drawn),21%,4%,-5%,1.6%,-1%
CCN(CC)S(=O)(=O)c1ccc(NC(=O)COc2cccc(-n3cnnn3)c2)cc1,29%,-5%,-14%,2.0%,x
Cc1ccc(-n2nnnc2-c2cnc3cc4c(cc3c2C)OCO4)cc1,-7%,-1%,4%,4.7%,-2%
O=C(CS(=O)CC(=O)N(CC(=O)NC1CCCC1)c1ccc2c(c1)OCCO2)Nc1ccc(F)cc1 (stereo not drawn),23%,-5%,2%,1.1%,-4%
O=C(c1cccc(S(=O)(=O)N2CCCCCC2)c1)N1CCN(c2ccccc2F)CC1,26%,-1%,-2%,4.7%,-2%
Nc1nonc1-n1nnc(C(=O)N/N=C/c2cccnc2)c1CSc1ccc(Cl)cc1,30%,28%,-4%,6.6%,-7%
Cc1cc(NC(=O)CS(=O)(=O)c2cn(Cc3ccccc3Cl)c3ccccc23)no1,25%,8%,-2%,4.7%,6%
CC(C)(C)N/N=C1\CC(c2ccccc2)Oc2ccccc21 (stereo not drawn),35%,6%,-12%,0.9%,-10%
CC(=O)NCCc1ccc(S(=O)(=O)NCc2ccc3c(c2)OCO3)cc1,8%,11%,2%,0.5%,18%
O=C(O)CN1C(=O)/C(=C\c2cccc(OCc3ccccc3F)c2)SC1=S,13%,-3%,-2%,3.0%,6%

# (continued)
SMILES,tuberculosis growth,M. tuberculosis HTS,influenza NS1A,VEEV TC-83 Vero,Salmonella PhoP GFP
COc1ccc(S(=O)(=O)N2CCOCC2)cc1NC(=O)CSc1cc(C)ccc1C,x,x,10%,10%,x
COc1ccc(C(=O)Nc2cc(C(=O)O)cc(C(=O)O)c2)cc1Cl,2%,-4%,-4%,1.5%,-2%
CCOC(=O)c1cc(C(=O)Nc2cccc(C)c2)nn1C,8%,0%,25%,3.1%,-6%
CCOC(=O)Cn1c(=NC(=O)c2nc3ccccc3s2)sc2cc(S(N)(=O)=O)ccc21,-12%,10%,14%,0.1%,-4%
CN(C)S(=O)(=O)c1cccc(NC(=O)COC(=O)/C=C/c2cccs2)c1,-4%,10%,-23%,1.9%,5%
CCCCNC(=O)c1nn(-c2ccccc2OC)c(=O)c2ccccc12,3%,-2%,-21%,0.6%,3%
O=C(Nc1ccc(Cc2ccncc2)cc1)c1ccc([N+](=O)[O-])o1,1.7µM*,u,-3%,i,80µM*
CCC(=O)Nc1nc2ccc([N+](=O)[O-])cc2s1,2%,-7%,-10%,0.1%,-11%
O=C(Oc1ccc(N2C(=O)CCC2=O)cc1)c1ccco1,-4%,-10%,-20%,0.3%,-3%
CCN(c1ccc(NC(=O)COC(=O)c2ccc3ccccc3n2)cc1)C(C)C,53%,-1%,94µM*,2.6%,0%

# Ordered by molecular weight (lowest first): 19 of the compounds above
SMILES,tuberculosis growth,M. tuberculosis HTS,influenza NS1A,VEEV TC-83 Vero,Salmonella PhoP GFP
S=C(N1CCCCCC1)N1CC1,x,x,-16%,i,x
CC(=O)NCCNc1ccc([N+](=O)[O-])cn1,8%,-8%,-12%,1.1%,-7%
COc1ccc(/C=C2\CCC(C3CCCC3)C2=O)c(OC)c1 (stereo not drawn),24%,15%,-22%,2.7%,2%
COc1ccccc1C1CC(=O)Oc2cc(C)c(Cl)cc21 (stereo not drawn),x,x,14%,i,x
O=C(NCCc1ccccc1)c1ccc(Cl)cc1[N+](=O)[O-],-10%,6%,-7%,i,6%
COc1cccc(-c2cc(C(=O)NCCCn3ccnc3)no2)c1,-5%,-3%,-11%,5.3%,10%
CCCn1nc(C(=O)N2CCc3ccccc32)c2ccccc2c1=O,41%,-9%,-8%,i,x
Cc1ccc(-n2nnnc2-c2cnc3cc4c(cc3c2C)OCO4)cc1,-7%,-1%,4%,4.7%,-2%
CCCCNC(=O)c1nn(-c2ccccc2OC)c(=O)c2ccccc12,3%,-2%,-21%,0.6%,3%
O=C(NCC1(c2ccccc2)CCOCC1)c1ccc(Br)o1,-4%,-6%,0%,0.5%,-8%
C#CCN1C(=O)C(O)(CC(=O)c2cc(OC)ccc2OC)c2ccccc21 (stereo not drawn),21%,4%,-5%,1.6%,-1%
Cc1cc(C)cc(NC(=O)C(NCCN2CCOCC2)c2ccccc2)c1 (stereo not drawn),27%,-3%,3%,i,-20%
Cc1ccc(C(=O)COC(=O)CCN2C(=O)C3C4CCC(C4)C3C2=O)cc1C (stereo not drawn),29%,16%,-4%,1.0%,-2%
CN(C)S(=O)(=O)c1cccc(NC(=O)COC(=O)/C=C/c2cccs2)c1,-4%,10%,-23%,1.9%,5%
O=C(Cc1ccccc1)NN1C(=O)/C(=C/c2ccc(C(=O)O)cc2)SC1=S,-5%,2%,9%,6.6%,2%
O=C(O)CN1C(=O)/C(=C\c2cccc(OCc3ccccc3F)c2)SC1=S,13%,-3%,-2%,3.0%,6%
CCN(CC)S(=O)(=O)c1ccc(NC(=O)COc2cccc(-n3cnnn3)c2)cc1,29%,-5%,-14%,2.0%,x
O=C(c1cccc(S(=O)(=O)N2CCCCCC2)c1)N1CCN(c2ccccc2F)CC1,26%,-1%,-2%,4.7%,-2%
COc1ccc(S(=O)(=O)N2CCOCC2)cc1NC(=O)CSc1cc(C)ccc1C,x,x,10%,10%,x

# Next section.
SMILES,tuberculosis growth,M. tuberculosis HTS,influenza NS1A,VEEV TC-83 Vero,Salmonella PhoP GFP
CCCCn1c(SCC(=O)Nc2cc(C)on2)nnc1-c1cccs1,13%,-7%,-7%,i,4%
CC(O)CN=c1cc(-c2ccccc2)oc2ccc(Cl)cc12 (stereo not drawn),36%,21%,-12%,2.1%,9%
CCC(CC)c1nnc(NC(=O)COc2ccc3c(c2)OCO3)s1,33%,-1%,5%,1.8%,8%
COc1cc(NC(=O)CN2CCC(C(N)=O)(N3CCCCC3)CC2)c(OC)cc1Cl,1%,10%,-2%,i,4%
CC(O)(P(=O)(O)O)P(=O)(O)O,x,x,3%,1.0%,x
COc1ccc(CNC(=O)CCCn2nc(C)c3c(C)n(-c4ccccc4)nc3c2=O)cc1,1%,-6%,-12%,0.8%,-3%
CSc1nsc(NC(=O)OCc2ccc(Cl)cc2)n1,u,-4%,-2%,0.7%,-1%
Cc1noc(C)c1CSc1ccccc1C(=O)O,-11%,-4%,1%,1.2%,-2%
COc1cc(C(C(=O)NC2CCCC2)N(C(=O)c2snc(C(N)=O)c2N)C2CCCC2)cc(OC)c1OC (stereo not drawn),23%,7%,3%,i,7%
Fc1cccc(F)c1/C=N/Nc1ccccn1,39%,16%,1%,i,-8%
CCOC(=O)NC(=O)/C(C#N)=N\Nc1ccc(Cl)cc1,-9%,-4%,0%,1.5%,1%
O=C(Cc1ccc(Cl)cc1)NNC(=O)c1ccco1,4%,7%,2%,2.5%,4%
C#CC1CN(Cc2ccccc2)CC(C#C)N1C (stereo not drawn),-5%,-2%,1%,1.3%,-1%
CC(C(=O)N1CCN(Cc2ccc3c(c2)OCO3)CC1)c1ccc([N+](=O)[O-])cc1 (stereo not drawn),22%,8%,2%,i,-6%
Clc1ccc(-c2cn3ccccc3n2)cc1,36%,1%,4%,3.6%,-6%
Cc1occc1-c1nnc(SCC(=O)N2CCOCC2)o1,-3%,6%,6%,1.6%,0%
CCOc1ccc(CCNC(=O)c2nn(C)c3c2CS(=O)(=O)c2ccccc2-3)cc1OCC,3%,4%,-6%,9.6%,12%

# Screening data deposited in PubChem BioAssay by Southern Research Specialized Biocontainment Screening Center.
